TEAD-YAP inh: TEAD-YAP interaction inhibition. HEK-TIYL cells, TEAD-Gal4/YAP UAS-luciferase luminescence. inhibition, % at 9.12 µM. 1.4% of 640,000 active. AID 1259422; in the data active = inhibition above about 32%;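 note: 0% = median of test compound wells and 100% = reference inhibitor wells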
MITF inh: blocks human microphthalmia-associated transcription factor. O75030. AlphaScreen MITF homodimerization, bead proximity signal. inhibition, % at 2.6 µM. 0.91% of 650,000 active; in the data active = inhibition above about 50%;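 note: 0% = vehicle wells with protein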
GPR151 activ: activators of human GPR151; PathHunter beta-arrestin GPR151 cells, luminescence; activation, % at 11.2 µM; AID 1508602; 1% of 650,000 active; in the data active = activation above about 4.9%;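 note: 0% = median of compound wells and 100% = cells with positive control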
Target sequence (Q8TDV0 whole entry, looked up): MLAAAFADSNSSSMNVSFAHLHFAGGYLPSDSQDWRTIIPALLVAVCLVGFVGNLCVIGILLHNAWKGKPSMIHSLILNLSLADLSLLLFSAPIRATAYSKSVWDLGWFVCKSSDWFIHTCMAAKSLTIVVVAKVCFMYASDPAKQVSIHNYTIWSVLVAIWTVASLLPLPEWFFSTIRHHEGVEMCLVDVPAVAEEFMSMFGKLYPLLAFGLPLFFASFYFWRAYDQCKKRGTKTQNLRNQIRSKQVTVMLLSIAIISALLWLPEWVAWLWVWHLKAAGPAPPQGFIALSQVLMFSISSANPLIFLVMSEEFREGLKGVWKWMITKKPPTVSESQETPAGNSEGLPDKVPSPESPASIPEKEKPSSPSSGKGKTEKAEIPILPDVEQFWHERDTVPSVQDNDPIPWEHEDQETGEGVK
FBW7 act: human FBW7 E3 ligase activation, primary screen; Q969H0; AlphaScreen FBW7–phospho-cyclin E peptide binding, activator screen; normalized activity (activation), % at 26.1 µM; AID 1259310; 0.13% of 650,000 active; in the data active = normalized activity above about 1.9%;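 note: purified mutant Fbw7 with reduced substrate affinity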
Target sequence (Q969H0 whole entry, looked up): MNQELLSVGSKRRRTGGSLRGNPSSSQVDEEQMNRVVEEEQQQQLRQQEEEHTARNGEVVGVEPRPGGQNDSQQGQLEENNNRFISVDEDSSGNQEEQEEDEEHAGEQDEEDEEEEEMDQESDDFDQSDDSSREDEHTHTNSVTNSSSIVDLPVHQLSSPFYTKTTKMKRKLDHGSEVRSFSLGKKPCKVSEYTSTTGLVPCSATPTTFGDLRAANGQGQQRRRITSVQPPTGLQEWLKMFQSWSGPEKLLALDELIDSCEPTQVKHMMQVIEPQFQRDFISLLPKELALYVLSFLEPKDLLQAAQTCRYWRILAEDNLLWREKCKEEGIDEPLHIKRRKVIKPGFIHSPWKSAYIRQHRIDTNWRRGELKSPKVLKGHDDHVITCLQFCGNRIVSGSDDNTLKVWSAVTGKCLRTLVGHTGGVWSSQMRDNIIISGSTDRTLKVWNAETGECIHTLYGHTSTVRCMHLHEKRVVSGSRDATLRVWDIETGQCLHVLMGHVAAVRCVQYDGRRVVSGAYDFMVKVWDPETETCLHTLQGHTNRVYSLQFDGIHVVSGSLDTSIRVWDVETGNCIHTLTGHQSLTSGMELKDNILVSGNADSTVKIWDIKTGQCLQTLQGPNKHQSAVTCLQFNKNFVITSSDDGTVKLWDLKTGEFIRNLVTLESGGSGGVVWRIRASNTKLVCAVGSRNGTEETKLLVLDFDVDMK
The depositor's hits bear a star; / = no result given. Random draw from the library, and some 3.4% of all compounds hit somewhere here.

structure | TEAD-YAP inh | MITF inh | GPR151 activ | FBW7 act
O=C(Oc1ccc(N2C(=O)C=CC2=O)cc1)c1cccc2ccccc12 | 10 | 14 | -0.5 | 1.9*
CCN(CC)c1ccc(C2N(C(=O)c3ccc([N+](=O)[O-])cc3)CCN2S(=O)(=O)c2ccc(C)cc2)cc1 (centres undefined) | 9 | 13 | 0.1 | -0.2
OCc1cn2c(n1)sc1ccccc12 | -2 | -3 | -0.8 | -0.2
CC1CCN(C(=O)C2CC(c3cccs3)NS(=O)(=O)N2C)CC1 (centres undefined) | 8 | 2 | 1.7 | 0.2
Cn1c(SCC(=O)c2ccccc2)nnc1-c1ccccc1F | -56 | -1 | -0.1 | -0.1
NS(=O)(=O)c1ccc(NC(=S)NCCN2CCCCC2)cc1 | 1 | 7 | 6.3* | 0.2
COCCn1c(C)cc(/C=C(/C#N)c2nc3ccc(C)cc3[nH]2)c1C | 9 | 4 | 0.9 | -0.2
COc1ccc(OCC(O)CNC2CCCC2)c(C(C)(C)C)c1 (centres undefined) | 9 | 25 | 0.9 | 0.0
COc1cccc(-c2cc(C(=O)N3CCN(C)CC3)on2)c1 | -32 | 0 | -2.3 | -0.1
CCc1ccccc1-n1c(C)cn2c3c(=O)n(CC(C)C)c(=O)n(C)c3nc12 | -10 | 2 | 1.1 | -0.3
CC1=C(C(=O)OCCc2ccccc2)C(c2ccc(OCc3ccccc3)cc2)C2=C(CC(C)(C)CC2=O)N1 (centres undefined) | 8 | 4 | 0.4 | 0.4
CCOC(=O)C(Cc1ccc(OC)c([N+](=O)[O-])c1)NC(=O)CC (centres undefined) | 4 | 16 | -1.0 | 0.6
Cc1ccc2oc(-c3cccc(NC(=O)c4cccc(I)c4)c3C)nc2c1 | -2 | 1 | 0.3 | -0.1
O=C(COc1ccc(Cl)cc1Br)Nc1ccc2c(c1)OCCO2 | -53 | 16 | -0.5 | 0.0
CCOC(=O)c1ccc(NC(=O)N2CCN(C3CCCCC3)CC2)cc1 | 5 | -7 | 1.7 | -0.1
COc1ccc(-n2c(SCc3ccccc3)nc3sc4c(c3c2=O)CCC(C(C)(C)C)C4)cc1 (centres undefined) | 2 | 8 | 1.3 | 0.4
Nc1c(C(=O)c2ccccc2)sc2nc3c(c(-c4ccco4)c12)CCC3 | 4 | 11 | -0.7 | 1.1
Cc1nc2cccc(-c3cc(-c4ccccc4O)[nH]n3)c2o1 | -27 | -6 | -2.1 | -0.1
CCCCN(C)c1nc(N)c([N+](=O)[O-])c(N2CCOCC2)n1 | 2 | 0 | 4.8 | 0.0
COc1cc(NC(=O)C2CCCCC2)cc2sc(NC(C)=O)nc12 | -8 | 5 | -0.2 | -0.2
COCCn1c(COc2cccc(OC)c2)nnc1SCC(=O)Nc1ccccc1 | 3 | 25 | 2.5 | 0.1
CC(C)(C)NS(=O)(=O)c1ccc(NC(=O)Nc2ccc(Cl)cc2)cc1 | 13 | -4 | 1.8 | 0.0
Cc1ccc(NC(=O)c2ccc3c(c2)N(CC#N)C(=O)C(C)(C)O3)cc1 | -34 | 5 | 0.1 | 0.0
Cc1c(C2CCN(CCc3ccccc3)CC2)noc1-c1ccc(Cl)cc1 | / | -5 | 0.4 | -0.1
N#Cc1ccccc1COc1c(Cl)cc(CO)cc1Cl | -4 | 4 | 0.7 | 0.1
Cc1cc2cc(CNC(=O)/C=C\c3ccccc3)ccc2n1C | -11 | -14 | -1.2 | 0.2
CCCCC(=O)NC(=S)Nc1ccc(S(=O)(=O)N2CCCC2)cc1 | 15 | 12 | 1.5 | 0.2
CCCCCCCCCCCC[C@H](C(=O)O)[C@@H](C)C(=O)O | 4 | 14 | -0.6 | 0.0
CC(C)NC(=O)CSc1nnc2c3ccccc3nc(C(C)(C)C)n12 | -12 | 8 | 0.1 | 0.0
O=C(Cn1c(=O)oc2cc(S(=O)(=O)N3CCCC3)ccc21)NCCCc1ccccc1 | 6 | -6 | 0.9 | -0.1

Of the compounds above, these have four or more nitrogen atoms.
structure | TEAD-YAP inh | MITF inh | GPR151 activ | FBW7 act
CCN(CC)c1ccc(C2N(C(=O)c3ccc([N+](=O)[O-])cc3)CCN2S(=O)(=O)c2ccc(C)cc2)cc1 (centres undefined) | 9 | 13 | 0.1 | -0.2
NS(=O)(=O)c1ccc(NC(=S)NCCN2CCCCC2)cc1 | 1 | 7 | 6.3* | 0.2
COCCn1c(C)cc(/C=C(/C#N)c2nc3ccc(C)cc3[nH]2)c1C | 9 | 4 | 0.9 | -0.2
CCc1ccccc1-n1c(C)cn2c3c(=O)n(CC(C)C)c(=O)n(C)c3nc12 | -10 | 2 | 1.1 | -0.3
CCCCN(C)c1nc(N)c([N+](=O)[O-])c(N2CCOCC2)n1 | 2 | 0 | 4.8 | 0.0
COCCn1c(COc2cccc(OC)c2)nnc1SCC(=O)Nc1ccccc1 | 3 | 25 | 2.5 | 0.1
CC(C)NC(=O)CSc1nnc2c3ccccc3nc(C(C)(C)C)n12 | -12 | 8 | 0.1 | 0.0

New compounds follow:
structure | TEAD-YAP inh | MITF inh | GPR151 activ | FBW7 act
O=C(CCn1c(=O)oc2ccccc21)Nc1ccc(Br)cc1 | -1 | -4 | -0.5 | -0.2
COc1ccc(OC)c(C2C(C(=O)OC3CCCC3)=C(C)NC3=C2C(=O)CC(c2cccs2)C3)c1 (centres undefined) | 9 | -14 | 0.1 | 0.2
CCOC(=O)CSc1nc2c(c(=O)n1-c1ccc(C)cc1)C1(CCCC1)Cc1ccccc1-2 | 0 | 7 | 0.5 | 0.0
CCOC(=O)c1ccc(NC(=O)CSc2nnc(CNC(=O)c3ccc(S(=O)(=O)N(C)C)cc3)n2-c2ccccc2OC)cc1 | 18 | 3 | 0.7 | 0.0
Cc1ccc(OCC(=O)NN=C2CCCCC2)cc1 | 2 | -11 | 1.7 | 0.0
COc1ccc(C(N)C(=O)Nc2cc(F)c(-c3cn[nH]c3)cc2N2CCOCC2)cc1 (centres undefined) | 22 | 22 | -0.3 | 0.0
O=C(NN=C1CCN(Cc2ccccc2)CC1)c1ccc(O)cc1 | -12 | 4 | -0.1 | -0.1
CCN(CC)c1nc(NCc2cccc(C(F)(F)F)c2)nc(Nc2ccc3ncccc3c2)n1 | -5 | 5 | 0.9 | 0.0
COc1cc2c(cc1NC(=O)COc1ccc(C3CCCCC3)cc1)oc1ccccc12 | -10 | 0 | 1.5 | 0.0
COc1ccc(-c2cnn3ccc(Nc4ccc(F)c(Cl)c4)nc23)c(OC)c1 | 7 | 9 | -0.1 | 0.1
Cc1cc(C)n(CCOc2nonc2N)n1 | -1 | 1 | -0.2 | 0.0
CCN(CC)C(=Nc1c(C)cc(C)cc1C)Nc1ccccc1 | 3 | 4 | 0.2 | -0.1
CCc1ccc(-c2ccc(Br)cc2)nc1 | -71 | -1 | 1.8 | -0.1
O=C(NCCc1nc(-c2ccccc2)cs1)c1cccc(C(=O)NCCc2nc(-c3ccccc3)cs2)c1 | 48* | -3 | 0.8 | -0.1
N#Cc1c(NC(=O)CCC(=O)O)sc2c1CCCCC2 | -6 | 4 | 1.5 | -0.3
O=C(O)c1ccc(S(=O)(=O)N(Cl)Cl)cc1 | 4 | 26 | -0.6 | 0.3
O=C(NC1CCCCC1)C(c1ccncc1)N(C(=O)C(F)(F)F)C1CCCC1 (centres undefined) | 0 | 10 | -0.4 | 0.1
Cc1ccc(/C=C(\C#N)C(=O)Nc2c(Cl)cccc2Cl)o1 | -14 | 74* | -2.0 | -0.1
O=C(Cc1ccc(F)cc1)NCCc1nnc2n1CCN(Cc1ccc3c(c1)CCO3)CC2 | 4 | 11 | 1.5 | 0.1
CC(C)(CCl)NS(=O)(=O)c1ccccc1 | 4 | -2 | 0.5 | -0.1
Cc1ccc(SCCC(=O)NCc2ccccc2)cc1 | -6 | 2 | 2.9 | 0.1
Nc1nc(SCc2cccnc2)[nH]c(=O)c1NC(=O)c1ccco1 | -4 | -4 | -0.8 | -0.1
CSc1nnc2c(n1)OC(c1c(C)nn(-c3ccccc3)c1Cl)=Nc1ccccc1-2 | 0 | 2 | 4.3 | 0.0
CCOC(=O)C1(Cc2cccc(Cl)c2)CCCN(C(=O)c2cnc(C)cn2)C1 (centres undefined) | 11 | 11 | -0.2 | 0.3
CC(=O)c1cccc(-c2cc(Nc3ccc(N4CCOCC4)cc3)ncn2)c1 | -19 | -3 | -0.9 | 0.0
CCCCCCc1ccc(C2=N/C(=C\C=C\c3ccccc3)C(=O)O2)cc1 | 11 | 8 | 3.1 | 0.2
CC(C)(C)C(=O)Nc1ccc2c(c1)CCN2S(C)(=O)=O | 7 | 13 | -0.2 | 0.5
Cc1cccc(Cn2c(SCCCO)nc3c2c(=O)n(C)c(=O)n3C)c1 | 18 | -3 | 1.0 | 0.2
CCOc1ccccc1N1CCN(C(=O)C2CCCCC2C(=O)O)CC1 (centres undefined) | 6 | -9 | 0.4 | -0.1
O=C(NCCC1=CCCCC1)c1ccc2c(c1)ncn2-c1cccc(F)c1 | -12 | 8 | -1.3 | 0.2
CCOc1ccc(-n2cc(C(=O)Nc3ccc(C)c(F)c3)c3cc(OC)c(OC)cc3c2=O)cc1 | 0 | 3 | 0.0 | -0.1
CCOC(=O)N1CCC(N(CCOC)C(=O)Nc2ccc(OCC)cc2)CC1 | -12 | -3 | 0.2 | -0.1
Cc1ccc(CNC(=O)C2CCN(Cc3cccc(O)c3)CC2)cc1 | 5 | 33 | -0.2 | -0.2
O=C(Cn1c(=O)c2cccn2c2cccnc21)NC1CCCC1 | -4 | -10 | 0.2 | -0.1
COC(=O)c1c(NC(=S)Nc2ccc([N+](=O)[O-])cc2OC)sc(C)c1C | -2 | 12 | 0.8 | -0.1
COCc1cc(C)nc(N2CCN(c3ccccc3)CC2)c1C#N | 6 | -1 | 0.5 | 0.6
N#CC1=C(SCC(=O)C23CC4CC(CC(C4)C2)C3)NC(=O)C(C#N)C12CCCCC2 (centres undefined) | 13 | 1 | 0.1 | 0.1
CC(C)(C)CC(=O)NC1CCCc2ccccc21 (centres undefined) | -2 | 10 | 3.7 | 0.0
CCCN(CCC)C(=O)c1sc2nc(C)nc(N3CCN(c4ccccn4)CC3)c2c1C | 5 | -2 | -0.3 | -0.1
O=C(O)CCN1C(=O)CC2(CCCCC2)C1=O | -3 | 0 | -0.7 | 0.0
O=C(Nc1ccc(Cl)cc1)N1CCN(Cc2nc(-c3ccco3)cs2)CC1 | -13 | -7 | -0.7 | -0.2
CCOC(=O)c1c(NC(=O)c2ccc(OC)c(OC)c2)sc2c1CC(C)(C)OC2 | -3 | 15 | -0.1 | -0.3
COc1ccccc1C(=O)N1CCC2(CC1)CC2C(=O)Nc1ccc(F)c(F)c1 (centres undefined) | -4 | -3 | -0.8 | 0.3
CCOC(=O)c1cnn(-c2ccccc2)c1NC(=O)CCl | 0 | -5 | 0.9 | 0.0
Cc1cc(NS(=O)(=O)c2ccc(NC(=S)NC(=O)/C=C/c3ccccc3)cc2)no1 | -8 | -8 | 1.4 | -0.1
N#C/C(=C\c1ccccc1OCc1ccccc1)C(=O)Nc1ccc(S(N)(=O)=O)cc1 | 0 | -2 | 1.1 | 0.8
C#CCNC(=O)c1c(C)nc2sccn12 | -4 | 15 | -0.3 | 0.5
Cc1cc(NC(=O)CN2CCN(c3ccccc3)CC2)ccc1Br | 2 | -3 | 1.6 | -0.1
CC(C)C(=O)Nc1c2c(nc3c1CCC3)CCCC2 | 3 | 3 | 0.4 | 0.0
C[C@@H](NC(=O)c1cccnc1)c1ccccc1 | -2 | -4 | 0.1 | 0.0
Cc1ccc(CN2CCOc3ccc(C(O)c4cccnc4)cc3C2)o1 (centres undefined) | -2 | -6 | 0.3 | 0.1
COC(=O)c1c(NC(=O)COc2ccc(F)cc2F)sc(C)c1C | -1 | -6 | -0.6 | 0.8
Nc1c(Cl)c(Cl)nc(C(=O)N/N=C/c2ccccn2)c1Cl | -15 | 4 | 3.5 | 0.2
Cc1ccccc1-c1ccc(=O)n(CC(=O)Nc2ccc(C(=O)N3CCCC3)cc2)n1 | 9 | 1 | 0.3 | 0.7
O=C(CSc1ccc2nnc(-c3ccncc3)n2n1)NCCc1ccccc1 | -2 | 5 | -0.2 | 2.0*
Nc1ccc(NS(=O)(=O)c2ccc(Cl)cc2)cc1 | 0 | 12 | 1.3 | -0.1
O=C(CCN1C(=O)COc2ccccc21)NCCN1CCOCC1 | 5 | 13 | 0.8 | -0.7
COc1ccc(NC(=O)C(=O)NC2CCC(C)CC2)cc1 (centres undefined) | -28 | 1 | 0.6 | -0.2
COc1ccc(/C=N/Nc2nncc(=O)[nH]2)cc1OC | 12 | 4 | 0.2 | -0.2
COC(=O)c1cc(NC(=O)c2oc3ccccc3c2C)cc(C(=O)OC)c1 | -2 | -6 | 2.1 | 0.1

Carrying on.
structure | TEAD-YAP inh | MITF inh | GPR151 activ | FBW7 act
COc1ccccc1CNc1ccc(C(=O)O)cc1 | 4 | 10 | -1.4 | -0.1
COC(=O)C1=C(C)N(Cc2ccccc2)C(=O)C1 | 7 | 12 | -0.5 | 0.9
COc1cccc(-c2cnc3c(Nc4cccc(N(C)C)c4)nccn23)c1 | 1 | 20 | 0.5 | 0.3
Nc1ccc(C(=O)OCC(=O)Nc2cc([N+](=O)[O-])ccc2F)cc1 | 8 | -4 | 0.8 | 0.0
COc1ccccc1OCC(=O)NCC1CCCN(S(C)(=O)=O)C1 (centres undefined) | 11 | 6 | 1.8 | 0.0
CCCCNC(=O)C1CCN(c2nc3ccc(CC)cc3s2)CC1 | -5 | -1 | 0.1 | 0.2
CCn1c(SCC(=O)N2CCC(C)CC2)nc2c(c1=O)SC(C)C2 (centres undefined) | -2 | 10 | -0.4 | 0.1
O=c1c2cccnc2n(Cc2ccccc2F)c(=O)n1Cc1cccs1 | -15 | 6 | 0.6 | -0.1
O=C(/C=C/c1cccc(N2C(=O)CCC2=O)c1)c1cccc(N2C(=O)CCC2=O)c1 | 6 | 7 | 0.0 | 0.1
CC(C)C/C=N/NC(=O)c1ccccc1O | -43 | 6 | -1.6 | -0.3

Bioassay records (PubChem BioAssay)
